Assay outcomes: PubChem, several laboratories
aSyn 5UTR inh: 5' untranslated region of α-synuclein, MLPCN primary screen; alpha-synuclein 5'UTR reporter, inhibitor activity; inhibition, % (tested at 7.5 µM); 300,000 compounds, 0.82% hits; AID 1813; in the data active means inhibition above about 60%;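 further: H4 neuroglioblastoma cells stably carrying SNCA 5'UTR luciferase fusion; 0% = DMSO wells and 100% = positive control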
KLF5 inhibitor: suppresses KLF5 promoter-driven expression. inhibition, % at 5 µM. DLD-1 KLF5 promoter-luciferase reporter, luminescence. 290,000 compounds, 0.23% hits;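 active means inhibition above a per-plate limit of that plate's mean compound inhibition plus 3 SD, cut at about 60% in these data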;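 further: 0% = DMSO wells and 100% = LY294002 at 200 µM; higher means less KLF5 promoter-driven luciferase light; inactives centre near -14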
SKKanGAS inh: SKKanGAS growth inhibition; S. pyogenes SKKanGAS, kanamycin growth, BacTiter-Glo, 6 h; inhibition, % at 7.5 µM; 300,000 compounds, 1.3% hits; AID 1662;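 active means mean replicate score, as percent of positive control median, at least 50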;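 further: strain carries kanamycin resistance gene driven by streptokinase promoter and grows in 40 µg/ml kanamycin; loss of luminescence reflects streptokinase promoter inhibition or plain growth inhibition; 0% = median of DMSO wells and 100% = positive control at its reference dose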
IEC-6 cytotox: IEC-6 cytotoxicity, counter-screen for KLF5 inhibitors. luminescence viability. 290,000 compounds, 0.78% hits. AID 1825. inhibition, % at 5 µM; in the data active means inhibition above about 22%;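 further: 0% = plate median of test compound wells and 100% = cytotoxic reference compound wells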
AI-2 QS mod: Vibrio harveyi AI-2 quorum sensing modulation | activity change, % at 7.5 µM | AID 2094 | Vibrio harveyi JMH597 AI-2 luminescence/OD600 ratio, 9 h; stronger effect = lower value; strain lacks LuxN and CqsS sensors; 0 = neutral-control median | 300,000 compounds, 0.4% hits; in the data active means activity change below about -75%, passing the limit was not always enough;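 further: luminescence divided by OD600 gain over 9 h not by final OD600 alone; inactives centre near 13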
HSF1 inh: HSF1 inhibition; activity change, negative = inhibition, % at 7.5 µM (by protocol); 300,000 compounds, 0.77% hits; NIH3T3-HGL HSE-luciferase, MG132-induced, luminescence 8 h; stronger effect = lower value; AID 2098;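 active means more than half of replicate wells show activity change below -50%, luminescence cut by over half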;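 further: luciferase reports HSF-1 transcriptional activity via heat shock element; 0% = median of DMSO wells and -100% = zero luminescence signal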
HIF act: HIF pathway transcriptional activation; activation, % at 7.5 µM (by protocol); 300,000 compounds, 0.32% hits; U2OS HRE-luciferase reporter, luminescence; normalized: DMSO 0%, desferrioxamine 100%;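 active means mean activation of at least 10% of the iron chelator positive control signal, with at least half of replicates also reaching 10%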
Platelet DG rel: modulates dense granule release in human platelets; inhibition, %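 (compounds screened at 7.5 µM in platelet-rich plasma)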; AID 1663; 300,000 compounds, 0.22% hits; human platelet-rich plasma, SFLLRN dense granule ATP release, luminescence;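 active means mean replicate score, as percent of positive control, at or above 50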
HSP90 refold inh: inhibitors of HSP90 luciferase refolding in rabbit reticulocyte lysate; 290,000 compounds, 0.91% hits; inhibition, % at 5.6 µM; luciferase refolding luminescence, 3 h;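 active means inhibition above the screen-wide mean plus 3 SD, computed separately per campaign, cut at about 16% in these data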;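 further: 0% = DMSO wells and 100% = 60 µM geldanamycin wells; inhibitors lower the luminescence because luciferase stays unfolded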
HSF-1 act: increases HSF-1 driven luciferase reporter signal; 300,000 compounds, 1.7% hits; AID 504408; NIH3T3-HGL HSF-1 luciferase reporter, MG132, 8 h; 100% = twice DMSO control signal; activation, % at 9 µM;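 active means mean replicate activation of at least 50% with a set share of replicates each reaching 50%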;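 further: 0% = median of the neutral control wells and 100% = twice that signal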
Active calls of the source: *; x = no result given.

1	N#CCc1nc(C(c2ccccc2)c2ccccc2)no1
2	Cc1cc(/C=C(\C#N)C(=O)NC2CCCCCC2)c(C)[nH]1
3	O=C(CNC(=O)c1cccs1)c1ccc(F)cc1
4	COc1ccc(/C=N/NS(=O)(=O)c2ccccc2)cc1OS(=O)(=O)c1ccc(C)cc1
5	COc1ccc(N2CCN(C(=O)c3cn(CC4CCCCC4)nn3)CC2)cc1
6	CCC(=O)Nc1cccc(NC(=O)c2ccc3c(c2)OCO3)c1
screen / no.	1	2	3	4	5	6
Platelet DG rel	3.8	12.5	19.8	-22.7	1.4	1.0
AI-2 QS mod	x	-4.4	15.6	26.1	6.1	-5.2
SKKanGAS inh	7.7	-2.1	-1.0	10.2	-8.4	5.8
IEC-6 cytotox	0.2	6.1	8.6	1.7	9.3	2.2
HIF act	-1.6	1.3	-1.9	0.3	-0.5	2.2
KLF5 inhibitor	-9.8	-17.4	-94.2	4.2	20.4	-18.7
HSP90 refold inh	5.0	4.3	9.3	4.2	-3.3	3.8
aSyn 5UTR inh	-10.9	-23.8	1.0	-18.7	-8.5	-60.4
HSF1 inh	-5.2	9.8	10.0	-9.8	-3.5	-22.2
HSF-1 act	-4.8	20.4	18.2	-13.7	-1.2	-36.6

A different layout for part of the listing above.
| cpd | smiles | Platelet DG rel | AI-2 QS mod | SKKanGAS inh | IEC-6 cytotox | HIF act | KLF5 inhibitor | HSP90 refold inh | aSyn 5UTR inh | HSF1 inh | HSF-1 act |
| --- | --- | --- | --- | --- | --- | --- | --- | --- | --- | --- | --- |
| 3 | O=C(CNC(=O)c1cccs1)c1ccc(F)cc1 | 19.8 | 15.6 | -1.0 | 8.6 | -1.9 | -94.2 | 9.3 | 1.0 | 10.0 | 18.2 |
| 4 | COc1ccc(/C=N/NS(=O)(=O)c2ccccc2)cc1OS(=O)(=O)c1ccc(C)cc1 | -22.7 | 26.1 | 10.2 | 1.7 | 0.3 | 4.2 | 4.2 | -18.7 | -9.8 | -13.7 |
| 5 | COc1ccc(N2CCN(C(=O)c3cn(CC4CCCCC4)nn3)CC2)cc1 | 1.4 | 6.1 | -8.4 | 9.3 | -0.5 | 20.4 | -3.3 | -8.5 | -3.5 | -1.2 |

Further structures.
7	COc1ccc(CN(CCc2ccccc2)Cc2ccccc2)cc1OC
8	CCOc1ccccc1/C=N/NC(=O)c1nnn(-c2nonc2N)c1CN1CCC(C)CC1
9	COc1ccc(N2CCN(C(=O)c3csc4ccccc34)CC2)cc1
10	CCCN1CCN(CCCNC(=O)Cn2nc(C)n3c(cc4cc(F)ccc43)c2=O)CC1
11	COc1cccc(NC(=O)CN(C)C(=O)/C=C/c2cn(Cc3ccccc3)nc2-c2cccnc2)c1
12	Cc1[nH]c2ccccc2c1C(=O)C(=O)NCCCc1ccccc1
screen / no.	7	8	9	10	11	12
Platelet DG rel	-7.1	12.9	3.0	-6.4	10.0	-49.1
AI-2 QS mod	6.7	17.2	39.9	3.4	38.9	7.8
SKKanGAS inh	14.2	2.2	-0.7	-4.3	11.4	-20.0
IEC-6 cytotox	4.7	-7.6	-1.5	4.8	x	-0.6
HIF act	2.7	0.1	0.2	-0.4	0.1	0.6
KLF5 inhibitor	-17.4	-23.1	-20.7	-26.8	x	-22.4
HSP90 refold inh	4.1	5.1	2.6	4.4	x	0.7
aSyn 5UTR inh	7.6	5.5	22.7	-8.9	19.7	16.9
HSF1 inh	5.6	1.0	4.0	-8.6	-0.3	12.5
HSF-1 act	20.9	5.1	30.5	-9.8	8.5	23.6

13	O=C1Cc2cc(NS(=O)(=O)c3ccc([N+](=O)[O-])cc3)cc3c2N1CCC3
14	CC(C)NC(=O)NC(=O)COC(=O)/C=C/c1ccc2c(c1)OCO2
15	O=C(NCCc1ccccc1)c1ccccc1NS(=O)(=O)N1CCCC1
16	O=C(CN1C2=NCCN2c2ccccc21)c1ccc(Br)cc1
17	CCC(C)(C(=O)NC1CCCC1)N(Cc1ccco1)C(=O)Cc1cccs1 (centres undefined)
18	Cc1ccc(OCC(=O)NCC(=O)Nc2ccc(F)cc2)c([N+](=O)[O-])n1
screen / no.	13	14	15	16	17	18
Platelet DG rel	3.4	-0.6	-9.5	-24.1	2.6	-2.2
AI-2 QS mod	-1.1	20.6	11.2	40.7	14.0	33.8
SKKanGAS inh	3.2	20.3	-2.0	4.1	1.0	-7.9
IEC-6 cytotox	x	5.5	5.5	9.5	-2.8	-0.5
HIF act	2.8	-0.9	0.8	0.2	0.1	-0.4
KLF5 inhibitor	x	-21.0	-58.9	-8.2	-6.6	11.6
HSP90 refold inh	x	1.4	-0.8	1.6	-2.7	-1.7
aSyn 5UTR inh	8.4	7.1	-88.1	-13.6	-8.2	15.5
HSF1 inh	13.1	-7.6	4.9	-28.5	-1.8	-12.7
HSF-1 act	7.3	-17.3	2.0	-39.4	10.2	12.7

From no. 1 up to 2, as listed above:
1	N#CCc1nc(C(c2ccccc2)c2ccccc2)no1
2	Cc1cc(/C=C(\C#N)C(=O)NC2CCCCCC2)c(C)[nH]1
screen / no.	1	2
Platelet DG rel	3.8	12.5
AI-2 QS mod	x	-4.4
SKKanGAS inh	7.7	-2.1
IEC-6 cytotox	0.2	6.1
HIF act	-1.6	1.3
KLF5 inhibitor	-9.8	-17.4
HSP90 refold inh	5.0	4.3
aSyn 5UTR inh	-10.9	-23.8
HSF1 inh	-5.2	9.8
HSF-1 act	-4.8	20.4

Following part:
19	Cc1[nH]c2c([N+](=O)[O-])cccc2c1C
20	O=C(COc1ccc(Cl)cc1)N/N=C/CCc1ccccc1
21	CC(C)CN(C(=O)COC(=O)c1ccc2ccccc2c1)c1c(N)n(Cc2ccccc2)c(=O)[nH]c1=O
22	CCOc1ccc(OCC)c(NC(=O)CN2CCN(C(=O)c3ccco3)CC2)c1
23	CN(C)S(=O)(=O)c1cccc(NC(=O)c2cc(-c3cccs3)nn2-c2ccccc2)c1
24	COc1ccc2o/c(=N\O)c(C(=O)Nc3ccc(C)cc3)cc2c1
25	CCOC(=O)c1c(S(=O)(=O)NCC2CCN(Cc3cccc(F)c3)CC2)c(C)n(C)c1C
26	COc1ccc(Nc2ncc3c(n2)CC(c2ccc(OC)cc2)CC3=O)cc1 (centres undefined)
screen / no.	19	20	21	22	23	24	25	26
Platelet DG rel	-3.7	10.8	-10.3	-4.0	17.9	8.2	2.8	13.5
AI-2 QS mod	19.2	23.2	28.2	17.2	16.6	5.0	15.4	21.7
SKKanGAS inh	1.2	-2.0	3.5	3.3	5.7	9.5	-2.1	1.7
IEC-6 cytotox	-1.3	-4.2	x	3.5	0.5	-3.0	0.3	x
HIF act	-0.6	-0.5	-0.2	-1.3	0.0	1.6	0.1	0.2
KLF5 inhibitor	-20.1	-20.8	x	3.7	-13.5	-31.1	-21.6	-30.4
HSP90 refold inh	3.9	1.1	x	10.2	-7.0	1.0	-0.7	6.3
aSyn 5UTR inh	-9.8	21.7	12.1	4.5	30.5	-281.7	15.5	15.2
HSF1 inh	2.6	-9.5	-45.9	-3.8	-1.8	-7.4	-4.1	-5.2
HSF-1 act	5.5	-12.5	-59.2	-13.9	-4.1	-27.6	-3.4	-29.1
